Screening results deposited in PubChem BioAssay by University of Kansas High Throughput Screening Laboratory.
Pf apPOL inh: Pf-apPOL DNA polymerase inhibition. Recombinant Pf-apPOL, molecular beacon fluorescence, 1.5 h. inhibition, % at 10 µM. 0.25% of 210,000 active
mHTT-CaM PPI inh: disrupts binding of mutant huntingtin to calmodulin. inhibition, % at 15 µM. AlphaScreen His-mHTT/GST-CaM binding, luminescence. 3.6% of 190,000 active. P42858;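 note: 0% = both proteins with DMSO and 100% = one protein alone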
Target sequence (P42858 whole entry, looked up, stated change not applied): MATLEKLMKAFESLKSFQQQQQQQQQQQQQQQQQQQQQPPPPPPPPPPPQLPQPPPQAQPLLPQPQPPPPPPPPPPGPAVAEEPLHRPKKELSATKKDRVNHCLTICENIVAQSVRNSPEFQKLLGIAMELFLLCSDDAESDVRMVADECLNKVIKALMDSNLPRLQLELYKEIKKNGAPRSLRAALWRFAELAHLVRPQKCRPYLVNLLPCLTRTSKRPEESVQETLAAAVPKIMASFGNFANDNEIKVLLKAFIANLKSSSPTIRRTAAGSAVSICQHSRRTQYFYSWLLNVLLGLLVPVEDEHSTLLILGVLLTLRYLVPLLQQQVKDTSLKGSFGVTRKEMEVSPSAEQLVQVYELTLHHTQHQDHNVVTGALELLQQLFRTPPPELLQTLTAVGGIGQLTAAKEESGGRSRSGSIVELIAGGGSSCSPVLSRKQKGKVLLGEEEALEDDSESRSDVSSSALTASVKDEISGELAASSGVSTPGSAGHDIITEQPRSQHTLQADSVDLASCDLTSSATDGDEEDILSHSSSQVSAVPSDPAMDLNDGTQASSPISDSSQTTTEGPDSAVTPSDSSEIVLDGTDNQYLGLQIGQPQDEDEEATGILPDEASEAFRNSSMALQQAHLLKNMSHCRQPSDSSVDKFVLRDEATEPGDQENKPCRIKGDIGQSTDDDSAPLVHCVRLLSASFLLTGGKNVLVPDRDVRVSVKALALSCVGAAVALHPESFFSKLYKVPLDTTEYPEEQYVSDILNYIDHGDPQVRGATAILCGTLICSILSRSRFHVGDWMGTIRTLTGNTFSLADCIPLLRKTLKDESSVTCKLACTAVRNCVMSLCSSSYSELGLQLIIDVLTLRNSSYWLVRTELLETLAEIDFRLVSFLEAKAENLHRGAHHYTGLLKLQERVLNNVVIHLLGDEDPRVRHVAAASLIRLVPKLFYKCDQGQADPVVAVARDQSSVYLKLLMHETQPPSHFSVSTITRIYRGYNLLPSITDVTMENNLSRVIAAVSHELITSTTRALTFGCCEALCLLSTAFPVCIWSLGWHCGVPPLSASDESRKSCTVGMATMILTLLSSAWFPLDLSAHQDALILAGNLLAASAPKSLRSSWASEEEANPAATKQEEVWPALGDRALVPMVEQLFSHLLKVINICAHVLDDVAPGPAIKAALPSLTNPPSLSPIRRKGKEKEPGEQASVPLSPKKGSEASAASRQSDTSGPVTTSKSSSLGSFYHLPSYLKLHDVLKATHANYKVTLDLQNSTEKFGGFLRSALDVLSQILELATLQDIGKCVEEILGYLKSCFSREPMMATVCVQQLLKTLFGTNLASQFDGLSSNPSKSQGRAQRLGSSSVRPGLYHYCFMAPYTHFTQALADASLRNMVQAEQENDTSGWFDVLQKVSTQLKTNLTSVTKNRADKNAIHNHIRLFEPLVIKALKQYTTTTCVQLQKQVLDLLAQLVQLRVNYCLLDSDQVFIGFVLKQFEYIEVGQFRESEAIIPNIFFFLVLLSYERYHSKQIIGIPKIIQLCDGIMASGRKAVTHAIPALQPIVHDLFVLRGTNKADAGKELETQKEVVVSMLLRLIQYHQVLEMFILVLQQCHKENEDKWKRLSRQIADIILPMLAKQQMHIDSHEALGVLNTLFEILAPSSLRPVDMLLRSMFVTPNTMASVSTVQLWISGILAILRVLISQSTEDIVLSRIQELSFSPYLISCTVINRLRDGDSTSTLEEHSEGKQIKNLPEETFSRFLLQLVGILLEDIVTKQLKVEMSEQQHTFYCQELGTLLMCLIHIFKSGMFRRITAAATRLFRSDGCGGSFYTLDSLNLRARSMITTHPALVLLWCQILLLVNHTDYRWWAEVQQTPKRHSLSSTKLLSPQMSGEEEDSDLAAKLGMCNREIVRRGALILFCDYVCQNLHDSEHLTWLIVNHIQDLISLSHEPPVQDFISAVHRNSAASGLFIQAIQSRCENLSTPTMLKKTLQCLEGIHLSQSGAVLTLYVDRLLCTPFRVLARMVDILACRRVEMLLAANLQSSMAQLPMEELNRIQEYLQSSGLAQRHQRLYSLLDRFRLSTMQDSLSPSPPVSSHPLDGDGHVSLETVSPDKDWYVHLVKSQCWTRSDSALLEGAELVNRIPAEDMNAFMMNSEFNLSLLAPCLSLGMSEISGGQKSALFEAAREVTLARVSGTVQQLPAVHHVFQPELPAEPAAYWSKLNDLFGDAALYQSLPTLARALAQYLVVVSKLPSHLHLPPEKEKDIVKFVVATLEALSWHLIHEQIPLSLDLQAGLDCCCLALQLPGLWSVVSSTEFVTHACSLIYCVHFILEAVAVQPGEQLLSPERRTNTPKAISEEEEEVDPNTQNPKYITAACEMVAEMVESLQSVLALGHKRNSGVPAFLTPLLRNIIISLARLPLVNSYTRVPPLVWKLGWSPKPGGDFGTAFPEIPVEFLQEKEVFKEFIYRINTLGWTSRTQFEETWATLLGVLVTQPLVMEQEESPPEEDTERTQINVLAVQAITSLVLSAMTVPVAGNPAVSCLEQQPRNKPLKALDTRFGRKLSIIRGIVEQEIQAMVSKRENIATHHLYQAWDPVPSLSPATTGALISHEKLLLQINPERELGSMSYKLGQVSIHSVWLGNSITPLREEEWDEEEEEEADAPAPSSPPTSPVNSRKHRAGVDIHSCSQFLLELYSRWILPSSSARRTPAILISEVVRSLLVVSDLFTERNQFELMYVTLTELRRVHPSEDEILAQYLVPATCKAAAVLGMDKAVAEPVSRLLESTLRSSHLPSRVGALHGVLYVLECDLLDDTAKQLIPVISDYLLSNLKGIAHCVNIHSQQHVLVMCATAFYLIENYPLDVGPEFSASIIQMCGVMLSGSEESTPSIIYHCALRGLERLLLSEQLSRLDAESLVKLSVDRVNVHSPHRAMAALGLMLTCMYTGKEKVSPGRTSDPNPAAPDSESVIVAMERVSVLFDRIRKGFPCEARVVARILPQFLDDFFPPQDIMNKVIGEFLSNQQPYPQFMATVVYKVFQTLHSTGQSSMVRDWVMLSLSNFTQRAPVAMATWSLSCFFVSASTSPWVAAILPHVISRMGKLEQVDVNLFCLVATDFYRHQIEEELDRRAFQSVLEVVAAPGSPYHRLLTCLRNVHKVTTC
* = called active by the depositor; i = inactive; . = not tested or not shown; & = joins results of further samples. Cut-off read from the data, not from the text of the source: active = inhibition above about 50%; inactive = the rest. A portion of the library; rates above refer to the full screens.

SMILES	Pf apPOL inh	mHTT-CaM PPI inh
COc1ccc(S(=O)(=O)Oc2ccc(C)cc2[N+](=O)[O-])cc1OC	-15.4	.
O=C1c2ccccc2C(=O)N1CNc1ccc(Cl)cc1	-7.5	1.0
O=C(CCc1ccccc1)NC1CCN(c2nnc3ccc(Cl)cn23)CC1	-1.1	0.8
Brc1ccc(CN2CCc3nc(N4CCCC4)ncc3C2)cc1	-0.3	18.2
CCC(=O)Nc1cccc(NC(=O)COc2ccc(Cl)cc2C)c1	-4.5	-5.0
COc1ccc(Br)cc1S(=O)(=O)NC(CC(=O)O)c1ccco1 (stereo not given)	5.2	-6.0
CN1C(=O)c2cccnc2Sc2cc(NC(=O)c3ccccc3F)ccc21	-6.9	0.2
Cc1c(C(=O)NNC(=O)c2nn(C)cc2Br)nnn1-c1nonc1N	.	-2.7
O=C(Nc1ccc2c(c1)C(=O)N1CCCCC1CCO2)c1ccco1 (stereo not given)	-5.8	-1.5
Cn1c(=O)c(N)c2c3c(cccc31)C(=O)c1ccccc1-2	3.4	5.0
CCCN1CCN(C(=O)c2n[nH]c(=O)c3ccccc23)CC1	0.7	1.0
COc1ccc(C(c2c(O)cc(C)oc2=O)c2c(O)cc(C)oc2=O)cc1	-1.5	2.0

The last 7 entries of the section before are carried over, then new ones follow.
SMILES	Pf apPOL inh	mHTT-CaM PPI inh
COc1ccc(Br)cc1S(=O)(=O)NC(CC(=O)O)c1ccco1 (stereo not given)	5.2	-6.0
CN1C(=O)c2cccnc2Sc2cc(NC(=O)c3ccccc3F)ccc21	-6.9	0.2
Cc1c(C(=O)NNC(=O)c2nn(C)cc2Br)nnn1-c1nonc1N	.	-2.7
O=C(Nc1ccc2c(c1)C(=O)N1CCCCC1CCO2)c1ccco1 (stereo not given)	-5.8	-1.5
Cn1c(=O)c(N)c2c3c(cccc31)C(=O)c1ccccc1-2	3.4	5.0
CCCN1CCN(C(=O)c2n[nH]c(=O)c3ccccc23)CC1	0.7	1.0
COc1ccc(C(c2c(O)cc(C)oc2=O)c2c(O)cc(C)oc2=O)cc1	-1.5	2.0
Cc1ccc(OCC(=O)Nc2ccccc2CO)c(C)c1	2.5	-10.1
COc1cccc(C=C2Oc3cc(OC(=O)c4cc(OC)c(OC)c(OC)c4)ccc3C2=O)c1	-2.1	1.9
O=C1CC(c2cccs2)CC2=C1C(c1ccc3c(c1)OCO3)Nc1ccccc1N2 (stereo not given)	-22.8	17.0
Cc1ccc(C2=NCCNC(C(F)(F)F)=C2)cc1	2.9	0.0
Cc1ccnc(NS(=O)(=O)c2ccc(NC(=O)Cc3ccc(Br)cc3)cc2)n1	-1.9&-1.5	4.0&3.8
CCSc1nnc(-c2nn(C)c3c2CN(C(=O)c2cccc(F)c2)CC3)n1C	-2.7	-4.5
COc1ccc([N+](=O)[O-])cc1NC(=O)c1ccc(Cl)cc1Cl	-8.6	8.4
COc1ccc(C2=N/C(=C\c3c(F)cccc3Cl)C(=O)O2)cc1	1.6	0.0
O=C(N/C(=C/c1ccc(Cl)cc1)C(=O)N1CCOCC1)c1ccco1	4.6	5.5
CC1C(=O)CCC2C1(C)CCC1C2(C)CCC2(C)C3CC(C)(C)CCC3(C)CCC12C (stereo not given)	-9.2	.
COc1cccc(C2=NOC(C(=O)Nc3cc(C)nn3-c3ccccc3)C2)c1OC (stereo not given)	-1.5	-2.1
COCCCNC(=O)c1sc2cc(F)ccc2c1Cl	-10.1	-14.0
Cc1ccc(C)c(NC(=O)Cc2nc(-c3ccccc3)n[nH]2)c1	-3.0	-10.2
COc1cc(OC)c(OC)cc1C=C1Oc2c(ccc(O)c2CN2CC(C)CC(C)C2)C1=O (stereo not given)	0.2	27.7
N#Cc1cnc2ccccc2c1N1CCC(C(=O)NCc2ccc(F)cc2)CC1	1.0	-8.6
CC12COC3(C(=O)Nc4ccccc4F)CC1CCC32C (stereo not given)	4.2	-12.9
CCOc1ccccc1C(=O)Nc1c2c(nn1-c1cccc(C)c1C)CSC2	-4.5	41.0
COCCN(CC1(C)CCOCC1)C(=O)NCc1cccc(F)c1	0.4	-3.2
CC(C)(C)c1ccc(C(=O)N2CCN(CCNC(=O)c3ccsc3)CC2)cc1	-3.0	14.6
Cc1nc2c(c3c1[nH]c1ccccc13)C(=O)CCC2	-3.0	-4.8
Cn1cc(C(=O)NCCCN2CCCC2=O)c2c3ccccc3n(C)c2c1=O	-3.6	-2.0
CCCC(=O)N1CCC(CCOc2ccccc2)CC1	-3.4	13.8
Cc1cc(Br)c(S(=O)(=O)C(C)(C)C)c(Br)c1	.	-9.1
CC1CCc2c(C(=O)NCCc3ccccc3)csc2C1 (stereo not given)	-2.8	-16.8
COc1ccc(NC(=O)c2cc3c(=O)n(C)ccc3n2C)cc1	-1.5	5.4
FC(F)(F)c1ccc(-c2csc(-c3ccc(C4SCCS4)cc3)n2)cc1	5.0&2.7	.
CC(=O)C(=CN(C)C)Sc1ccccn1	1.4	.
Cc1cc(C2CCCN2C(=O)Nc2ccc(F)cc2)on1 (stereo not given)	1.0	0.1
CCCc1noc(-c2cccnc2N2CCCN(C(=O)c3ccccc3)CC2)n1	-0.5	-2.3
CCC(C)C1C(C#N)=C(N)OC2=C1C(=O)CC(C)(C)C2 (stereo not given)	-8.6	-0.9
O=C(C1=NNc2ccccc2S1(=O)=O)N1CCCC1	2.1	-7.5
O=C(Nc1cccc(Cl)c1)c1cc(S(=O)(=O)N2CCCCCC2)ccc1F	-6.0	-15.0
COc1ccc(N2CC(c3nnc(NC(=O)Cc4ccccc4C)o3)CC2=O)cc1 (stereo not given)	-2.7	48.8
CN(CC#N)C(=O)C1=C(c2ccccc2)OCCS1	0.3	-2.0
OC(COc1ccc(Br)cc1)CN1CCN(c2ccccc2)CC1 (stereo not given)	-0.1	-0.6
O=C(c1cncc(Br)c1)N1CCC(c2nnc(-c3ccco3)s2)CC1	-6.4	-21.9
Cc1nc2nc(SCC(=O)NCCCN3CCCC3)nn2c(C)c1Cc1ccccc1Cl	-7.0	11.0
Cn1c(=O)nc2n(-c3cccc([N+](=O)[O-])c3)c3ccc([N+](=O)[O-])cc3cc-2c1=O	6.9	1.0
COC(=O)CSC(=C(C=NO)c1ccccc1)C(F)(F)F	1.2	.
COc1ccc(/C=C2\N=C(c3c(-c4ccccc4)noc3C)OC2=O)c(OC)c1	3.2	-1.0
CN(C)c1n[nH]c(=O)[nH]c1=O	-15.3	-8.4
CCOc1ccc(NC(=O)CSc2nc3c(c(=O)n2C)SC(C)C3)cc1 (stereo not given)	-14.4	-5.0
O=C(Cc1cc(-c2cccs2)on1)NCc1ccccc1Cl	-3.5	2.6
Cc1cc(NC(=O)c2ccc(F)cc2)ccc1-c1cc2ccccc2oc1=O	4.2	2.0
Cn1c2ccccc2c2nnc(SCC(N)=O)nc21	-8.8	2.9
Cc1ccc(N(C(=O)Cc2ccccc2)C2C=CS(=O)(=O)C2)cc1Cl (stereo not given)	3.0	-4.4
COC(=O)c1ccc(OCC2c3cc(OC)c(OC)cc3CCN2C(=O)CCCCl)cc1 (stereo not given)	-3.4	12.0
CCOC(=O)c1ccccc1OC(=O)CS(=O)c1ccc(C(F)(F)F)cc1[N+](=O)[O-] (stereo not given)	-0.4	-2.8
CC(=O)NS(=O)(=O)c1ccc(N2CCCC2=O)cc1	-0.7	-0.3
Clc1ccc(CCNc2ncnc3c2nc2n3CCCC2)cc1	-1.6	2.2
CC(=O)C1=C(O)C(=O)N(CCCC(=O)O)C1c1ccc(Br)cc1 (stereo not given)	-3.7	0.9
CC(=O)c1ccc(S(=O)(=O)N2CCCC(C)(C(=O)NCc3ccc(F)cc3)C2)cc1 (stereo not given)	1.7	6.3
C=CCCC1CN(Cc2ccco2)S(=O)(=O)c2c(F)cccc2O1 (stereo not given)	7.4	-0.8
O=C1c2ccccc2S(=O)(=O)N1CC1CC(c2ccccc2Cl)=NO1 (stereo not given)	3.9&-10.1	.
O=C1OC(c2ccc(Br)o2)=N/C1=C/c1ccc(Cl)cc1Cl	3.2	0.0
CC(C)c1ccc(C2NC(=S)NC3=C2C(=O)CC(C)(C)C3)cc1 (stereo not given)	-7.3	2.0
O=C(c1cc(-c2ccccc2)n[nH]1)N1CCc2c(nc3cc(-c4ccccc4)[nH]n3c2=O)C1	2.8	3.4
CCCCn1c(CSc2ccccn2)cn(-c2nnc(C(C)(C)C)s2)c1=O	-1.5	.
COc1cc(C(C)=O)ccc1OCC(=O)NCCOc1cccc(C(F)(F)F)c1	-2.9	-1.5
O=C(NCc1csc(-c2cccs2)n1)C1CCN(C(=O)c2cccc(Cl)c2)CC1	-7.9	15.0
Remaining list, next part.
SMILES	Pf apPOL inh	mHTT-CaM PPI inh
O=C(Cn1c(-c2ccccc2F)nc2ccccc2c1=O)NCc1ccccc1	-2.8	1.0
O=[N+]([O-])c1c(Nc2ccc(Cl)cc2)ccc2nsnc12	-5.7	.
O=C(Nc1ccc2c(c1)OCCO2)C1CCN(c2ncnc3c2nc2n3CCCCC2)CC1	-16.4	9.6
CC1CN(C)C(C)C/C1=N\OC(=O)c1ccc(Br)cc1 (stereo not given)	28.8	i
CSc1ccc(NC(=O)N2CCc3nc4cc(-c5ccccc5)[nH]n4c(=O)c3C2)cc1	-1.7	1.3
Cc1nn(-c2ccccc2)nc1C(=O)ON1C(=O)C2C3C=CC(O3)C2C1=O (stereo not given)	-72.3	.
CS(=O)(=NC(=O)c1cc2ccccc2o1)c1ccc(Cl)cc1 (stereo not given)	-21.6	.
CC(C)NC(=O)C1CC(=O)N(c2ccccc2)C1 (stereo not given)	-8.7	0.5
COCCNC(=O)c1cc2c(n1C)CCN(Cc1cccc(OC)c1)C2	-1.2	20.6
COc1ccc(C(=O)NCCSCc2cccc(C)c2)cc1OC	-6.3	6.2
CN1OCC(S(=O)(=O)NC(C)(C)C)C1c1ccc(Cl)cc1 (stereo not given)	-3.7	-1.9
Oc1ccc(C2=Nn3c(nnc3-c3ccc(Br)cc3)SC2)cc1O	-1.3	11.0
Cc1ccc(Cl)cc1NS(=O)(=O)c1cccc2nsnc12	2.4	10.0
Cc1ccc2ncc(C#N)c(N3CCC(C(=O)Nc4cc(F)cc(F)c4)CC3)c2c1	1.2	-4.8
COc1ccc(CNC(=O)N2CC3CC2CC3NC(=O)c2cccs2)cc1 (stereo not given)	-3.4	1.7
CCOc1ccc(C(=O)N2CCCC(c3nc(-c4ccc(NC(C)=O)cc4)no3)C2)cc1 (stereo not given)	-0.9	5.7
CC(C)CCNC(=O)C1COc2ccc(NC(=O)C(C)(C)C)cc2C1 (stereo not given)	-4.8	3.2
COc1ccc(C2C(C#N)=C(N)N(c3ccccc3[N+](=O)[O-])C3=C2C(=O)CCC3)cc1 (stereo not given)	-3.6	21.0
Clc1ccc(C=NNc2ccc(-c3cnco3)cc2)cc1	-3.6	.
CC(C)Oc1ccccc1/C=C1\C(=O)NN(c2cccc(Br)c2)C1=O	-4.5	0.0
CN(C)C(=O)c1cc2c(s1)CCC(C(=O)NCc1cccnc1)C2 (stereo not given)	-6.2	1.2
COc1ccc(NC(=O)C2CCN(c3ccccc3Br)C2=O)cc1 (stereo not given)	1.9	7.4
CCn1c(SC)nnc1-c1nn(C)c2c1CN(C(=O)CCC1CCCC1)CC2	-1.5	14.5
COc1ncccc1CN(C)C(=O)c1nccc2ccccc12	-3.1	-2.3

Gathered by group, those above containing an aryl thioether with sulfur outside any ring
SMILES	Pf apPOL inh	mHTT-CaM PPI inh
CCSc1nnc(-c2nn(C)c3c2CN(C(=O)c2cccc(F)c2)CC3)n1C	-2.7	-4.5
CC(=O)C(=CN(C)C)Sc1ccccn1	1.4	.
Cc1nc2nc(SCC(=O)NCCCN3CCCC3)nn2c(C)c1Cc1ccccc1Cl	-7.0	11.0
CCOc1ccc(NC(=O)CSc2nc3c(c(=O)n2C)SC(C)C3)cc1 (stereo not given)	-14.4	-5.0
Cn1c2ccccc2c2nnc(SCC(N)=O)nc21	-8.8	2.9
CCCCn1c(CSc2ccccn2)cn(-c2nnc(C(C)(C)C)s2)c1=O	-1.5	.
CSc1ccc(NC(=O)N2CCc3nc4cc(-c5ccccc5)[nH]n4c(=O)c3C2)cc1	-1.7	1.3
CCn1c(SC)nnc1-c1nn(C)c2c1CN(C(=O)CCC1CCCC1)CC2	-1.5	14.5
